GLP-1R agonist: agonists of human GLP-1 receptor | P43220 | HEK293 GLP-1R CRE-luciferase, luminescence, 4-6 h; cells express a hypersensitive GLP-1R form | Potency, µM (titrated, usually from 45.6 µM), for inactives: top-dose activation, actives largely listed as activators | 380,000 compounds, 0.007% hits | AID 624172; further: potency means the concentration at half of the fitted maximal effect; % of control where 0% means no effect
Target sequence (P43220 whole entry, looked up): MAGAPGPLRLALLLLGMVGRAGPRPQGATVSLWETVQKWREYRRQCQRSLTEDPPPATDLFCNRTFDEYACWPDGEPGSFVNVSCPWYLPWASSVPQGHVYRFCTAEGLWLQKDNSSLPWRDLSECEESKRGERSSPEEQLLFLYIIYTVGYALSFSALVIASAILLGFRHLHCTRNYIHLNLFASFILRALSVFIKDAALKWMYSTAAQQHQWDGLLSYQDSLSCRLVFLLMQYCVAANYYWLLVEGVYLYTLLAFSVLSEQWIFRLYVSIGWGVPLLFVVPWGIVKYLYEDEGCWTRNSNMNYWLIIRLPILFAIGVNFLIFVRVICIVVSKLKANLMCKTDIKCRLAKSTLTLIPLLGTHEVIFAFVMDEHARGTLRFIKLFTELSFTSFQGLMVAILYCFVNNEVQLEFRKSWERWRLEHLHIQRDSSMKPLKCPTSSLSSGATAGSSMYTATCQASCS
GLP-1R inv ag: inverse agonists of human GLP-1 receptor; Potency, µM (titrated, usually from 38.3 µM), without a hit: top-dose activity change, negative = inhibition, hits mostly inhibitors; 410,000 compounds, 1.6% hits; HEK293 GLP-1R CRE-luciferase, luminescence, 24 h; GLP-1R form is constitutively active; further: potency means the concentration at half of the fitted maximal effect; on the % scale 0 is the no-effect control and ±100 the full control effect; nearly all actives have a fitted effect of over 55% in size
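Luminescence readout: a drop in cAMP-driven luciferase signal flags inverse agonism at a constitutively active GLP-1R stably expressed in HEK293. Compound exposure lasted 24 hr at 37 deg C, 5% CO2.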
Abeta yeast res: A-beta toxicity reversal in yeast; yeast expressing A-beta42, growth rescue, OD600, 48 h; response scale: 0% DMSO, 100% iron-clioquinol control; Potency, µM (titrated, usually from 46.1 µM), for the others: top-dose growth rescue, hits mostly activators; 410,000 compounds, 0.063% hits; AID 1347071; further: potency means the concentration at half of the fitted maximal effect; nearly all actives have a fitted effect of over 55% in size
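Yeast growth medium received pinned compounds, then yeast cells expressing toxic A-beta were added; plates incubated at 30 C for 48 hr. Growth read as absorbance at 600 nm, normalized to DMSO and equimolar FeCl3 plus clioquinol controls.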
DRD3 antagonist: antagonists of human D3 dopamine receptor. D3R cells, DiscoveRx beta-arrestin luminescence, antagonist mode; active compounds read low. 360,000 compounds, 2.5% hits. P35462. max response, negative = inhibition, %; in the data active means max response below about -50%; inconclusive means no clear call, values can overlap the other calls; further: on the % scale 0 is the no-effect control and ±100 the full control effect; mostly tested at two doses, the higher about 12 µM
Target sequence (P35462 whole entry, looked up): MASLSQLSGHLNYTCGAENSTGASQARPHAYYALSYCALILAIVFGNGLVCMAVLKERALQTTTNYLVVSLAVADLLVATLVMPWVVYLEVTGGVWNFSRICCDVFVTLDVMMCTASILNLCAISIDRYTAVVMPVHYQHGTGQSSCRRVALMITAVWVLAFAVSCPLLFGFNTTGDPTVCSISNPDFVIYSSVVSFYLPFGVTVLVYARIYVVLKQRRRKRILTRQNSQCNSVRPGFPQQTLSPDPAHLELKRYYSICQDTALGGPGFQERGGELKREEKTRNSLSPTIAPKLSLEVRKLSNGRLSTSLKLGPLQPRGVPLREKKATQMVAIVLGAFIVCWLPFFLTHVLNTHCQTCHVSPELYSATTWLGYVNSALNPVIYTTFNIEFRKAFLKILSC
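Cells expressing the human receptor were seeded at 1500 cells/well, incubated overnight at 37 degrees C in 5% CO2, then exposed to library compounds with dopamine controls for 90 minutes at 37 degrees C before luminescent detection.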
FUS yeast rescue: FUS proteinopathy suppression in yeast | 390,000 compounds, 0.24% hits | Potency, µM (highest dose often 76.6 µM), for inactives: top-dose growth rescue (activation), usual class: activators | S. cerevisiae FUS-expressing, growth rescue, OD600, 24 h;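 further: potency means the concentration at half of the fitted maximal effect; plate controls were DMSO vehicle for no effect and reference control for full effect; nearly all actives have a fitted effect of over 55% in size; some results filed as inactive show a strong effect at the top dose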
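Quantitative HTS measuring growth restoration of FUS-toxic yeast. Galactose-induced cells (OD 0.005) were exposed 24hr at 30C to compounds at several concentrations, then absorbance at 600 nm was recorded.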
TDP43 rescue: rescues yeast growth from TDP-43 toxicity | AID 652104 | Potency, µM (top dose mostly 46.1 µM), for inactives: at the highest dose growth rescue (activation), most hits filed as activators | 410,000 compounds, 1.8% hits | TDP-43 expressing yeast growth rescue, BacTiter-Glo, 24 h; further: potency means the concentration at half of the fitted maximal effect; % of control where 0% means no effect; nearly all actives have a fitted effect of over 50% in size
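Growth rescue of TDP-43-toxic yeast measured as ATP luminescence (BacTiter-Glo). Cells grown to mid-log in raffinose, induced in galactose at OD600=0.02, exposed to compound 24 hr at 30 deg C.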
aSyn yeast inh: rescues yeast growth from alpha-synuclein toxicity. Yeast expressing alpha-synuclein, growth rescue, BacTiter-Glo, 24 h. Potency, µM (series often up to 46.1 µM), for inactives: at the highest dose growth rescue (activation), hits mostly activators. 370,000 compounds, 0.14% hits; further: potency means the concentration at half of the fitted maximal effect; % of control where 0% means no effect; nearly all actives have a fitted effect of over 65% in size
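Screening used galactose-induced yeast with toxic alpha-synuclein levels, exposed to compound for 24 hr at 30 deg C. Cell growth, read with BacTiter-Glo luminescence, gave the measured signal.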
PTHR1 agonist: activates the human parathyroid hormone receptor PTHR1. AID 743266. Potency, µM (titrated, usually from 115 µM), for the others: at the top dose activation, usual class: activators. 410,000 compounds, 0.075% hits. HEK293 GP2 PTHR1 cells, GloSensor cAMP luminescence, 1 h; further: potency means the concentration at half of the fitted maximal effect; nearly all actives have a fitted effect of over 55% in size; some results filed as inactive show a strong effect at the top dose; inactives centre near -15; many of its hits are not listed in these tables
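HEK-293-derived GP2 cells expressing PTHR1 and a GloSensor cAMP reporter, 3,000/well, plated overnight, given luciferin plus IBMX (each 0.5 mM as added) for 1 h at 37 °C, then compound for 1 h at 37 °C. Luminescence was read after 15 min at room temperature.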
Akt phos inh: Akt phosphorylation inhibition; Neuro2A IGF-stimulated pAkt S473 HTRF, 20 min; active compounds read low; activity change, % for hits at 50 µM; 360,000 compounds, 0.32% hits; AID 651550; in the data active means activity change below about -80%; inconclusive means mostly about -51% to -80%; further: on the % scale 0 is the no-effect control and ±100 the full control effect
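Single-point screen (50 µM final compound) in Neuro2A cells stimulated 20 min with 6 nM IGF at 37 deg C. After lysis, Ser473-phosphorylated Akt read by HTRF (ex 330 nm, em 615/665 nm) as the 665/615 ratio.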
The depositor's hits bear a star; i = inactive; u = inconclusive; x = not tested or not shown; & = joins results of further samples; [ ] = remark or other dose. Unless noted, the call rests on the fitted dose curve; in most records, active means well fitted curve in the direction sought with a large enough effect; inconclusive means small, poorly fitted or top-dose-only effect, or another doubt; inactive means no such curve, though single readings can be large; an effect the other way counts as inactive or inconclusive. Not all compounds are listed; count on the stated rates, not on these rows.

Values run as follows: GLP-1R agonist | DRD3 antagonist | GLP-1R inv ag | FUS yeast rescue | TDP43 rescue | PTHR1 agonist | aSyn yeast inh | Abeta yeast res | Akt phos inh
N#CC1(NC(=O)CN2C(=O)NC(Cc3c[nH]c4ccccc34)C2=O)CCCCC1 (configuration not stated)
  16.9% | 0.0 | -8.3% | x | -11.0% | -17.9% | -2.8% | -9.9% | i
CN(C)CCCNCCCNC(=O)c1ccncc1
  1.9% | 13.7 | 2.5% | 11.2% | 7.7% | -9.6%[57.5 µM] | -0.8% | 12.7% | i
COc1cc(NC(=O)[C@@H](NC(=O)c2ccco2)C(C)C)c(OC)cc1NC(=O)c1ccccc1
  7.1% | 7.5 | -3.3% | 20.3% | 5.7% | i | -0.7% | 3.9% | i
Cc1ccc(S(=O)(=O)Nc2ccccc2CNc2c(C)n(C)n(-c3ccccc3)c2=O)cc1
  1.5% | 6.0 | u | 3.5% | -11.9% | i | -2.0% | -10.1% | i
CCOC(=O)C1(CCOc2ccccc2)CCN(Cc2ccc(O)cc2)CC1
  -3.7% | u | u | -26.2% | -4.6% | -31.4% | -0.9% | 5.4% | i
CC(CC(=O)Nc1cccc(F)c1)S(=O)(=O)c1ccc2c(c1)NC(=O)CO2 (configuration not stated)
  -3.9% | 11.0 | -17.7% | 18.9% | 24.0% | i | 0.1% | 9.7% | i
O=P(OC1CCS(=O)(=O)C1)(c1ccccc1)c1ccccc1 (configuration not stated)
  -2.8% | 8.9 | 0.7% | 3.9% | 2.6% | i | -5.5% | 7.5% | i
Cc1ccc(C(=O)/C=C/c2ccccc2)o1
  -9.7% | u | -1.7% | 17.7% | u | -13.0% | -12.8% | -33.7%[inhibitor] | i
CN(C)CCCNC(=S)NCCNc1nc2cc3c(cc2cc1C#N)OCO3
  6.1% | -18.0 | 7.5% | -9.9% | -9.7% | -20.1% | 15.7% | 6.7% | i
CCCC(=O)OC1=C(C(C)=O)N(Cc2ccccc2)S(=O)(=O)c2ccccc21
  x | x | 4.7% | 11.0% | 11.2µM* | i | x | -38.3%[inhibitor] | x
COc1ccccc1NC(=O)Cn1nnc(C(=O)NCc2cccs2)c1N
  5.5%&-1.7% | -13.4 | u | -24.4%&12.7% | 15.4%&3.6% | -23.8% | -3.0% | -7.6%&-3.2% | x
O=C(Nc1nc(=S)ss1)c1ccc(Cl)cc1Cl
  6.2% | -17.8 | 27.0% | -14.1% | -1.3% | -11.5% | -21.6% | -13.9% | i
CC(C)CCn1c(-c2nonc2N)nc2ccccc21
  0.9% | -51.2* | 2.24µM* | 14.0% | -5.4% | -10.4%[57.5 µM] | 2.7% | 24.7% | i
O=C(NNc1ccc(Cl)nn1)c1ccc(Cl)cc1
  0.7% | -8.5 | -17.5% | 20.4% | -26.9% | 0.4% | -0.2% | -15.9% | i
CCn1c(C)c(C)c2cc(C(=O)N3CCCC3)ccc21
  -5.8% | -13.7 | 32.7%[activator] | 10.2% | -10.6% | -10.8% | -1.5% | -4.0% | i
Brc1ccccc1C1CC(c2ccccc2)=Nc2ccccc2N1 (configuration not stated)
  24.5% | 13.0 | u | 2.4% | 35.5µM* | -10.1% | -21.1% | 0.3% | i
c1coc(C2OCC3(CO2)COC(c2ccco2)OC3)c1 (configuration not stated)
  -0.2% | -13.6 | 2.8% | -9.4% | -6.6% | i | 1.5% | -1.3% | i
O=C(Nc1ccc(Cl)c(Cl)c1)N1CCC(c2ccccc2)C1 (configuration not stated)
  x | x | u | 26.5% | 35.5µM* | -27.3% | x | -19.6% | x
C=CCOCCN1C(=O)C2C(c3ccccc3)C=CC(c3ccccc3)C2C1=O (configuration not stated)
  -0.1% | 6.1 | u | u | -8.2% | -53.3%[inhibitor] | 13.4% | 13.4% | i
Cn1c(SCC(=O)c2c(N)n(C)c(=O)n(C)c2=O)nnc1-c1ccccc1F
  2.4% | -7.5 | 14.9% | 1.8% | 16.7% | i | -6.8% | -11.0% | i
CCN(CC(=O)NCc1ccncc1)S(=O)(=O)c1cc(Cl)ccc1Cl
  9.0% | 4.9 | -13.8% | -4.7% | -9.0% | -13.4% | -0.1% | -11.2% | i
CCOC1=C2[C@@H](CN(S(=O)(=O)c3ccccc3)[C@H]2c2ccccc2)[C@H]2C(=O)N(c3ccccc3)C(=O)[C@H]2C1
  -5.2% | 0.0 | -6.0% | 5.0% | 9.7% | -26.2% | 1.1% | -8.3% | i
FC(F)(F)c1nnc2n1N=C(c1ccccc1)CS2
  9.3% | 35.9 | 11.5% | -21.0% | 23.3% | i | 9.3% | -21.8% | i
COC(=O)c1cc2ccsc2n1Cc1nc(-c2cccc(Cl)c2)oc1C
  -3.0% | 0.7 | 4.6% | -3.6% | 17.5% | i | 2.8% | 7.7% | i
COc1nc(C)ccc1-c1noc(-c2ccco2)n1
  -4.6% | 20.2 | 0.7% | 5.1% | 4.3% | -28.2% | 6.5% | -6.1% | i
COc1cccc(N2CC(C(=O)Nc3nnc(SCc4ccccn4)s3)CC2=O)c1 (configuration not stated)
  -2.1% | -10.2 | 13.1% | x | 1.6% | i | -4.2% | 1.9% | i
Cc1[nH]nc(SCC(=O)N2CCCCC2)c1[N+](=O)[O-]
  -10.4% | -17.7 | 13.3% | 15.0% | 6.7% | i | 3.1% | -1.0% | i
CCOc1ccccc1NC(=O)CN1c2cccc3cccc(c23)S1(=O)=O
  3.1% | 3.7 | -17.6% | 39.9% | 0.0% | -7.3% | 2.2% | 27.7% | i
CN(Cc1ccccc1)CC(O)COc1ccc(CNCc2cccnc2)cc1 (configuration not stated)
  -2.9% | u | u | -18.1% | -14.6% | u | 0.9% | -3.1% | i
Cc1nn(-c2ccccc2)c2nc(C(Cl)(Cl)Cl)[nH]c(=O)c12
  20.4% | 5.7 | -22.2% | -4.2% | -13.0% | -21.1% | -13.0% | 4.5% | i

An excerpt from above, limited to Abeta yeast res and GLP-1R inv ag:
smiles	Abeta yeast res	GLP-1R inv ag
c1coc(C2OCC3(CO2)COC(c2ccco2)OC3)c1 (configuration not stated)	-1.3%	2.8%
O=C(Nc1ccc(Cl)c(Cl)c1)N1CCC(c2ccccc2)C1 (configuration not stated)	-19.6%	u

(further entries)
Values run as follows: GLP-1R agonist | DRD3 antagonist | GLP-1R inv ag | FUS yeast rescue | TDP43 rescue | PTHR1 agonist | aSyn yeast inh | Abeta yeast res | Akt phos inh
NC(=O)CC(NC(=O)c1cccc(Br)c1)c1ccc(N2CCC(N3CCCC3)CC2)c([N+](=O)[O-])c1 (configuration not stated)
  -2.2% | 0.4 | 3.9% | -26.2% | 9.2% | i | -1.1% | 0.4% | i
CCOC(=O)C1=C(N)OC(C)=C(C#N)C1c1ccco1 (configuration not stated)
  -9.2% | 14.9 | -13.8% | x | 12.8% | -42.2%[inhibitor] | 11.6% | -11.2% | i
COc1ccc(C(=O)O)cc1S(=O)(=O)NC(C)C12CC3CC(CC(C3)C1)C2 (configuration not stated)
  -5.5% | 18.4 | 30.2%[activator] | 28.5% | 0.5% | -13.3% | 3.7% | 9.1% | i
CCOc1ccc(C2NC(=O)c3sc(=S)n(-c4ccccc4)c3N2)cc1 (configuration not stated)
  -0.1% | 7.5 | 6.8% | 22.5% | -4.3% | -25.4% | -4.2% | -3.2% | i
COc1ccc(NC(=O)COC(=O)c2cccc(S(=O)(=O)N3CCCCC3)c2)c(OC)c1
  -1.7% | 3.5 | 10.2% | 3.7% | 11.4% | u | 12.4% | -7.6% | i
COc1ccc(C2CC(=O)NC3=C2C(=O)CCC3)cc1Cl (configuration not stated)
  1.3% | -15.9 | 6.6% | -12.9% | 1.9% | i | 1.8% | 16.3% | i
Cc1nn(CC(=O)NCc2ccccc2Cl)c(=O)c2cccn12
  x | x | 7.0% | -5.7% | 14.6% | 2.3% | x | 13.5% | x
O=C(/C=C/c1ccccc1)NCCc1ccc2c(c1)OCCO2
  5.7% | 24.8 | -9.8% | 12.6% | 5.9% | i | -2.6% | -5.1% | i
Cn1c(N)c(C(=O)COC(=O)CN2C(=O)c3ccccc3C2=O)c(=O)n(C)c1=O
  -3.5% | -1.9 | 20.0% | -29.8% | -7.5% | -17.4% | -0.4% | -7.6% | i
CCOC(=O)CCCNc1ccc([N+](=O)[O-])cc1[N+](=O)[O-]
  -0.5% | -19.6 | 0.0% | x | 11.3% | -8.6% | -3.0% | -3.9% | i
O=C(CCCC(=O)N(CC(=O)NC1CCCCC1)c1ccc(F)cc1)Nc1ccccn1
  9.6% | -21.4 | -20.9% | 24.7% | -6.2% | 9.3% | 0.5% | 2.0% | i
COc1cccc(NC(C)=[N+](C)CCNS(=O)(=O)c2ccc(Cl)cc2)c1
  0.5% | -23.5 | -13.3% | 30.9% | 0.6% | i | -8.5% | -0.3% | i
C=C(C)c1cccc(C(C)(C)NC(=O)N2CCN(c3ccccc3)CC2)c1
  -1.2% | -8.1 | -3.9% | 8.9% | 2.9% | i | 0.2% | 14.8% | i
CCOC(=O)c1c(S(=O)(=O)NCC(=O)Nc2cc(C)ccc2OC)c(C)n(C)c1C
  -0.7% | 3.1 | -21.7%&11.0% | 20.8%&13.7% | 10.4%&-9.0% | -1.5%&12.1% | -4.3% | 7.8%&-13.7% | i
COCCCn1c(=S)[nH]c2sc3c(c2c1=O)CCCC3
  -1.6% | 7.6 | 30.2% | 34.7% | 18.6% | i | -9.9% | u | i
